# Screening data deposited in PubChem by Broad Institute.
# ERAP1 inh: inhibitors of human ERAP1 aminopeptidase. recombinant ERAP1, Leu-AMC fluorescence, 60 min. actives 0.15% (n = 340,000). AID 652197. inhibition, % at 10.7 µM. Q9NZ08;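 active means mean replicate inhibition of at least 30%, or all replicates individually reaching that 30% level; inactive means mean below 30% and not every replicate reaching it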;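 further: 0% = neutral control wells and 100% = L-leucinethiol positive control wells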
# Target sequence (Q9NZ08 whole entry, looked up): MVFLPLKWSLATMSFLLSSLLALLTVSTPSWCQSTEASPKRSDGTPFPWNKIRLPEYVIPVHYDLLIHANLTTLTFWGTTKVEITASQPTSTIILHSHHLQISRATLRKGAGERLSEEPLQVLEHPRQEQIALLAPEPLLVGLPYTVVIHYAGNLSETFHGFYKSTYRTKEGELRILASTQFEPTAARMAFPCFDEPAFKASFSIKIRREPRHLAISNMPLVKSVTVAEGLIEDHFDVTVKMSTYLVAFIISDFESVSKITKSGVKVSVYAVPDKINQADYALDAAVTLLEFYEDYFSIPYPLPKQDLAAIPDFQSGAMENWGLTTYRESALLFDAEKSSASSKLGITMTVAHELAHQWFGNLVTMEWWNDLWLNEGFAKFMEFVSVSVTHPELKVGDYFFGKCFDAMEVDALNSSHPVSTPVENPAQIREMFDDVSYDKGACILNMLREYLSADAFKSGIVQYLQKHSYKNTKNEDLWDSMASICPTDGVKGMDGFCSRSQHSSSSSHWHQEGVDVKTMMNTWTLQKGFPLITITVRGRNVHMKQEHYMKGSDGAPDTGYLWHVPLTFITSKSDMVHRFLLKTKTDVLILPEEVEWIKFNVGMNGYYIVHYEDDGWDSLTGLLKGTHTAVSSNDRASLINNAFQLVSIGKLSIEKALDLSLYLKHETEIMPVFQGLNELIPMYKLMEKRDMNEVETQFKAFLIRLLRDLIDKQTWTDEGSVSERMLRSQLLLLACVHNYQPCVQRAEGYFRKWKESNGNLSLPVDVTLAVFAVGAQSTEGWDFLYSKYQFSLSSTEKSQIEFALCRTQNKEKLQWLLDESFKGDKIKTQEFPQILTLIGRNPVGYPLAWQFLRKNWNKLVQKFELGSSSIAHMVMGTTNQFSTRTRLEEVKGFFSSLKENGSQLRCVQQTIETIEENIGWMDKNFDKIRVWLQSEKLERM
# PglD DTNB: blocks C. jejuni PglD acetyltransferase activity; actives 0.098% (n = 360,000); inhibition, % at 12.5 µM; purified PglD enzyme, DTNB colorimetric CoA detection; in the data active means inhibition above about 16%, passing the limit was not always enough; further: strong numbers were not always called active
# PGC1a acetyl inh: PGC1a acetylation modulation, inhibitor mode; inhibition, % at 15.6 µM; actives 0.17% (n = 350,000); AID 651687; U2OS PGC1a acetylation, AlphaScreen anti-acetyl-lysine; with virally co-expressed GCN5 acetyltransferase;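 active means every replicate shows inhibition of at least 40%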;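 further: 0% = neutral control wells and 100% = positive control wells; some results beyond the cut were filed as inactive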
# S100A4 inh HTS: inhibitors of human S100A4 binding to myosin IIA peptide | inhibition, % at 10.7 µM | AID 652163 | actives 0.14% (n = 360,000) | S100A4/TAMRA-MyoIIA peptide fluorescence polarization;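 active means mean inhibition of at least 70% across replicates, with every replicate also reaching that level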
# Target sequence (P26447 whole entry, looked up): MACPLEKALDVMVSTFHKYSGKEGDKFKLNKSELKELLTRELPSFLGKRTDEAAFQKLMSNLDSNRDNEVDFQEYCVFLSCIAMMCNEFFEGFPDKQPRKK
#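 Material: S100A4 monomer protein / Buffer or medium: 50 mM HEPES pH 7.2, 10 mM CaCl2, 100 mM KCl / Times: 5 min incubation before reading / Benchmarks: neutral control DMSO, positive control TFP / Reagent: labelled myosin peptide probe, 5 nM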
# PAX8 reporter: inhibitors of PAX8 transcriptional activity in RMG-I cells. AID 652154. inhibition, % at 12.6 µM. actives 1.2% (n = 360,000). RMG-I TPO-luciferase reporter, SteadyGlo, 24 h;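 active means mean replicate inhibition at least 60% with every replicate also reaching 60%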;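 further: luciferase light reporting Pax8 driven TPO promoter activity; plate controls were median of neutral control wells for no effect and mitoxantrone controls for full effect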
# LGR2 antag: inhibitors of bursicon-induced Drosophila LGR2 receptor cAMP signaling. AID 720647. actives 0.35% (n = 380,000). HEK293 LGR2, CRE-luciferase, bursicon-stimulated, 4 h. inhibition, % at 9.99 µM;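 active means drop in luminescence signal, shown as inhibition above about 50% in the replicate tests, limit read from the data, passing the limit was not always enough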;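 further: agonist challenge used bursicon conditioned medium at about half maximal strength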
# EWS-Fli block: EWS/Fli transcriptional activity inhibition | A673 NR0B1-luciferase reporter, viability-normalised | inhibition, % at 12.6 µM | actives 0.67% (n = 350,000);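 active means mean inhibition of at least 50% after viability correction, with every replicate also passing that limit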;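 further: firefly luciferase signal divided by Alamar Blue viability fluorescence both relative to DMSO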
# FN deposit inh: fibronectin deposition inhibition; actives 0.086% (n = 350,000); inhibition, % at 12.6 µM; AID 743247; AH1F fibroblasts, Alexa488-fibronectin deposition fluorescence, overnight;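 active means mean inhibition across replicates of 30% or more, regardless of how many single replicates reach that level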;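 further: positive control wells lacked labelled fibronectin entirely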
#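 Material – AH1F fibroblast monolayer, labelled fibronectin deposition · Reagent – labelled fibronectin 24 nM · Timing – 1 h adhesion, overnight exposure · Measured by – fluorescence at 485 nm excitation, 525 nm emission · Read-out – inhibition of fibronectin deposition signal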
# * marks the source's active call; other numbers are inactive results; . = no result given; & = joins results of further samples.
(1) CC1(c2ccccc2)NC(=O)N(CC(=O)NCC2CCCO2)C1=O (stereo unspecified)
(2) CC(C)(C)NC(=O)c1nn(Cc2ccccc2)c(=O)c2ccccc12
(3) COc1ccccc1-n1c(SCC(=O)Nc2ccc(Br)cc2)nc(O)cc1=O
(4) O=C(C1CC1)N1CC(=O)N2[C@H](CO)[C@@H](c3ccc(C#CC4CCCC4)cc3)[C@@H]2C1
(5) COC(=O)C1=C(C)N(Cc2ccccc2C(F)(F)F)C(=NCc2cccc(C(F)(F)F)c2)NC1CCc1ccccc1 (stereo unspecified)
(6) Cc1ccccc1-c1ccc(C2[C@H]3CNC[C@@H]2N3S(=O)(=O)c2cn(C)cn2)cc1 (stereo partly specified)
(7) CCN(CC(=O)Nc1ccc(OC)cc1)C(=O)c1ccccc1Sc1ccccc1C#N
(8) CCNC(=O)Nc1ccc2c(c1)c(=O)n(C)n2CC=C(C)C

Compound,1,2,3,4,5,6,7,8
ERAP1 inh,-1,3,-4,0,1,1,0,2
PglD DTNB,0,-8,4,.,.,.,0,-10
PGC1a acetyl inh,-1,2,1,-3,.,8&3,.,-3
S100A4 inh HTS,-3,-1,-3,-1,-10,-2&-21,-15,-3
PAX8 reporter,-14,-11,5,6,-4,-1,16,8
LGR2 antag,23,10,-23,-2,-6,23&-2,5,-3
EWS-Fli block,-7,-11,7,14,23,7,7,-3
FN deposit inh,-7,-3,6,5,4,-7&-12,-2,-1

(9) O=C(NCc1ccccc1F)C1CCN(C(=O)Nc2ccc(F)cc2)CC1
(10) CCOc1ccc(NC(=O)CN(C)C(=O)c2ccc(OCC3CCCO3)cc2)cc1OCC (stereo unspecified)
(11) O=C(NC(=S)N1CCOCC1)c1ccc(F)cc1
(12) CC(C)(O)C#Cc1ccc([C@H]2[C@H]3CN(C(=O)c4ccc(F)cc4)CCCCN3[C@H]2CO)cc1
(13) O=c1[nH]nc(SCc2ccccc2)n1C1CC2C=CC1C2 (stereo unspecified)
(14) O=C1CSC(=S)N1c1ccccc1
(15) Cn1c(Cn2c(=O)sc3ccccc32)nnc1SCC(=O)NC1CCCC1
(16) Cc1ccc(S(=O)(=O)N2CCOC2CNC(=O)C(=O)NCCN(C)C)cc1 (stereo unspecified)

Compound,9,10,11,12,13,14,15,16
ERAP1 inh,-2,-2,2,2,4,1,3,2
PglD DTNB,.,1,4,0,.,-6,4,-2
PGC1a acetyl inh,-18,-6,13,8,.,-9,.,1
S100A4 inh HTS,0,-5,3,62,-4,-37,-15,-4
PAX8 reporter,4,-11,.,5,-16,-1,4,-3
LGR2 antag,10,-4,-8,21,11,31,10,-7
EWS-Fli block,.,.,.,-5,18,-2,-5,8
FN deposit inh,6,2,6,.,-22,.,1,.

(17) COc1ccc(C(=O)Nc2nc(-c3ccccc3)c(C(C)=O)s2)c(OC)c1
(18) Cc1[nH][nH]c(=O)c1C(c1ccc([N+](=O)[O-])cc1)c1c(C)[nH][nH]c1=O
(19) CC(C)C(=O)N1CCC1(C)C(=O)Nc1ccc(-n2cncn2)cc1 (stereo unspecified)
(20) Cn1c(SCC(=O)N2CCCCC2)nc2cccnc21
(21) O=C(CN1CCN(c2ccc(F)cc2)CC1)Nc1cccnc1Cl
(22) C[C@@H]1CCCCO[C@@H](CN(C)C(=O)Nc2ccc(C(F)(F)F)cc2)[C@H](C)CN([C@H](C)CO)C(=O)c2cc(NC(=O)Nc3ccccc3)ccc2O1
(23) CN(CC(=O)Nc1cccc(F)c1)C(=O)c1cc(=O)[nH]c2ccccc12
(24) CN(C)C(CNC(=O)c1coc2ccccc2c1=O)c1ccccc1 (stereo unspecified)

Compound,17,18,19,20,21,22,23,24
ERAP1 inh,-2,8,0,.,5,1,4,5
PglD DTNB,.,.,-5,-1,.,-2,-1,2
PGC1a acetyl inh,.,.,3,-4,.,-11,.,-3
S100A4 inh HTS,9,-8,-5,.,29,-15,-4,-10
PAX8 reporter,25,3,.,-19,-3,63*,18,-1
LGR2 antag,-54,-12,-20,.,-36,-28,0,5
EWS-Fli block,-37,8,-2,.,0,-11,5,5
FN deposit inh,3,-13,0,3,-26,0,3,5

(25) COc1ccccc1-c1cn(CC[C@@H]2CC[C@H](NC(=O)C3CCC3)[C@@H](CO)O2)nn1
(26) CC(=O)NCCNc1nc2cc(-c3cccc(Cl)c3)sc2c(=O)n1C
(27) Cn1nc(C(=O)NCC(=O)Nc2ccc(F)c(F)c2)ccc1=O
(28) C[C@@H]1CN([C@@H](C)CO)C(=O)Cc2cc(NC(=O)CCC(F)(F)F)ccc2O[C@@H]1CN(C)Cc1ccccc1
(29) CCCNC(=O)C[C@@H]1CC[C@@H]2[C@@H](COc3ccc(NC(=O)c4cccs4)cc3C(=O)N2C)O1
(30) CNC(=O)C[C@@H]1CC[C@H]2[C@@H](COc3ccc(NC(=O)Nc4c(C)noc4C)cc3C(=O)N2C)O1
(31) COc1ccc(CC(=O)NNC(=O)c2ccco2)cc1OC
(32) CC(=O)Nc1ccccc1O

Compound,25,26,27,28,29,30,31,32
ERAP1 inh,0,6,1,7,-3,.,-2,-4
PglD DTNB,2,-2,-4,-4,0,1,.,-3
PGC1a acetyl inh,-1,.,.,.,3,-6,-7,9
S100A4 inh HTS,13&-3,0,-1,8,-6,.,-6,-2&-2
PAX8 reporter,1&-5,9,-6,4,2,-9,-76,-22
LGR2 antag,-3&-13,2,-8,2,9,4,7,-10
EWS-Fli block,0&5,3,-14,-9,-5,-2,-14,-7
FN deposit inh,2,5,.,.,-13,-7,-13,10&-4

(33) C/C=C/c1ccc([C@@H]2[C@H]3CN(S(=O)(=O)c4ccc(OC)cc4)CCCCN3[C@H]2CO)cc1
(34) CN1OC[C@@H]2CN(S(=O)(=O)c3cccc(C(F)(F)F)c3)[C@H](c3ccc(-c4cc5ccccc5o4)cc3)C[C@@H]21
(35) COC(=O)c1ccc(OCC(O)CN2CCOCC2)cc1 (stereo unspecified)
(36) CCOC(=O)[C@]12CCCC=C1N(CCC1=CCCCC1)C(=O)[C@H](CC(=O)NCc1ccccc1)C2
(37) C[C@@H]1CN([C@@H](C)CO)C(=O)c2cc(NC(=O)c3ccncc3)ccc2O[C@H]1CN(C)Cc1ccc(Oc2ccccc2)cc1
(38) CN(Cc1cnn(C)c1)C(=O)c1cc(COc2c(F)cccc2F)on1
(39) Cc1ccc(/C=[N+](\[O-])c2ccccc2C)o1
(40) O=C1c2nc3cc(-c4ccco4)[nH]n3c(=O)c2CN1Cc1ccccc1

Compound,33,34,35,36,37,38,39,40
ERAP1 inh,.,-1,0,.,-1,4,-1,-1
PglD DTNB,-1,.,-4,.,6,1,5,3
PGC1a acetyl inh,-7,-9,-10,.,-11,9,-15,1
S100A4 inh HTS,.,0,-1,-1,-10,-2,1,-4
PAX8 reporter,-11,5,-5,3,23,-28,-3,-17
LGR2 antag,7,9,2,24,0,-30,7,.
EWS-Fli block,2,35,3,7,-4,-25,.,10
FN deposit inh,2,3,1,3,10,.,0,6

# Five entries from above, arranged by molecular weight, ascending:
(40) O=C1c2nc3cc(-c4ccco4)[nH]n3c(=O)c2CN1Cc1ccccc1
(38) CN(Cc1cnn(C)c1)C(=O)c1cc(COc2c(F)cccc2F)on1
(33) C/C=C/c1ccc([C@@H]2[C@H]3CN(S(=O)(=O)c4ccc(OC)cc4)CCCCN3[C@H]2CO)cc1
(34) CN1OC[C@@H]2CN(S(=O)(=O)c3cccc(C(F)(F)F)c3)[C@H](c3ccc(-c4cc5ccccc5o4)cc3)C[C@@H]21
(37) C[C@@H]1CN([C@@H](C)CO)C(=O)c2cc(NC(=O)c3ccncc3)ccc2O[C@H]1CN(C)Cc1ccc(Oc2ccccc2)cc1

Compound,40,38,33,34,37
ERAP1 inh,-1,4,.,-1,-1
PglD DTNB,3,1,-1,.,6
PGC1a acetyl inh,1,9,-7,-9,-11
S100A4 inh HTS,-4,-2,.,0,-10
PAX8 reporter,-17,-28,-11,5,23
LGR2 antag,.,-30,7,9,0
EWS-Fli block,10,-25,2,35,-4
FN deposit inh,6,.,2,3,10

# Next compounds follow.
(41) O=C(N[C@H]1CC[C@@H](CCNS(=O)(=O)c2ccc(F)cc2)O[C@@H]1CO)C1CC1
(42) COC(=O)[C@H](CCSC)NC(=O)Cn1cnc2c(SC)nc(N)nc21
(43) COc1ccc(N2CCN(Cc3nc4scc(-c5ccccc5)c4c(=O)[nH]3)CC2)cc1
(44) CO[C@H]1CN(C)C(=O)c2ccc(NC(=O)C3CC3)cc2OC[C@@H](C)N(Cc2ccncc2)C[C@H]1C
(45) COc1ccc(S(=O)(=O)Nc2ccc3c(c2)C(=O)N([C@H](C)CO)C[C@@H](C)[C@H](CN(C)Cc2ccc(C(=O)O)cc2)O3)cc1
(46) Cc1cccc(C2CC3(CC(C)(C)NC(=S)N3)Oc3cc(O)ccc32)c1 (stereo unspecified)
(47) CS(=O)(=O)c1ccc(Cl)c(NC(=O)COc2ccc3c(c2)CCC3)c1
(48) Cc1cc(C)c2c(c1)N[C@H](c1cccs1)[C@@H]1CCO[C@H]21

Compound,41,42,43,44,45,46,47,48
ERAP1 inh,-1,.,2,1,-2,4,-3,.
PglD DTNB,-2,-2,.,3,5,-2,2,-2
PGC1a acetyl inh,-6,7,.,7,-4,1,.,.
S100A4 inh HTS,-6,-4,-19,-3,-2,4,1,1
PAX8 reporter,7,-2,1,47,.,18,-9,16
LGR2 antag,5,1,.,-26,-7,3,6,-9
EWS-Fli block,2,-3,21,12,-3,6,-1,2
FN deposit inh,-21,4,6,7,-6,2,-1,-18

(49) CCC(C)C(NC(N)=O)C(=O)Nc1ccc(OCc2ccccc2)cc1 (stereo unspecified)
(50) Cc1ccc(OCC(=O)NCCNC(=O)c2ccco2)cc1
(51) COc1ccc(C(C)=O)cc1CC(=O)NCCCn1ccnc1
(52) CNS(=O)(=O)c1cccc(C(=O)OCCCC(=O)c2ccccc2)c1
(53) COc1ccc(CN2C(=O)C(CC(=O)NCC3CCCCC3)CC(C(=O)N(C(C)C)C(C)C)=C2C)cc1 (stereo unspecified)
(54) O=C(Nc1ccccc1N1CCCCC1)c1cnccn1
(55) CCNC(=O)C1CCCN(C(=O)c2cccc(C#N)c2)CC1 (stereo unspecified)
(56) O=C(CN1C(=O)c2ccccc2C1=O)OCc1nc2ccsc2c(=O)[nH]1

Compound,49,50,51,52,53,54,55,56
ERAP1 inh,.,-2,-6,0,.,-2,1,1
PglD DTNB,6,-6,-6,3,-1,-1,-2,-4
PGC1a acetyl inh,12,.,3,.,-14,11,.,-2
S100A4 inh HTS,-28,1,-5,-1,-3,-1,0,-1
PAX8 reporter,-22,-13,14,17,8,11,-13,7
LGR2 antag,-15,13,10,12,7,-7,12,10
EWS-Fli block,-24,5,0,-4,5,8,-5,-5
FN deposit inh,-7,-1,3,-3,-8,7,-1,4

(57) COc1ccc(CN(C)C[C@@H]2Oc3ccc(NS(=O)(=O)c4ccc(F)cc4)cc3CC(=O)N([C@@H](C)CO)C[C@@H]2C)cc1
(58) CC=Cc1ccc2n(c1=O)C[C@@H]1[C@@H](CO)[C@H](C(=O)NCCC)N(CC3CC3)[C@H]21 (mixture of isomers)
(59) Cc1c(Cl)cccc1NS(=O)(=O)c1cccc2nsnc12
(60) CCC(=O)N=C1SC2CS(=O)(=O)CC2N1c1cccc(OC)c1 (stereo unspecified)
(61) O=C(Nc1cccc2nsnc12)c1cc2c(cc1Cl)Sc1nccn1S2(=O)=O

Compound,57,58,59,60,61
ERAP1 inh,1,-3,-1,.,4
PglD DTNB,3,1,4,8,.
PGC1a acetyl inh,-3,.,10,16,.
S100A4 inh HTS,-14,15,1,.,19
PAX8 reporter,1,.,2,-15,10
LGR2 antag,22,-9,3,.,0
EWS-Fli block,-7,1,-2,.,-6
FN deposit inh,4,.,-2,-8,.
